# Bim-Mcl-1 = human Bim-Mcl-1 interaction inhibition. Bead-based flow cytometry, Bim peptide-Mcl-1 binding. Q07820. inhibition, % at 10 µM. actives 0.1% (n = 190,000);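 further: 0% = no compound tracer wells and 100% = peptide blocker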
# Bim-Bcl-B = human Bim-Bcl-B interaction inhibition | bead-based flow cytometry, Bim peptide-Bcl-B binding | AID 951 | actives 0.073% (n = 190,000) | inhibition, % at 10 µM;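 further: 0% = tracer peptide without compound and 100% = reference inhibitor peptide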
# Target sequence (Q9HD36 whole entry, looked up): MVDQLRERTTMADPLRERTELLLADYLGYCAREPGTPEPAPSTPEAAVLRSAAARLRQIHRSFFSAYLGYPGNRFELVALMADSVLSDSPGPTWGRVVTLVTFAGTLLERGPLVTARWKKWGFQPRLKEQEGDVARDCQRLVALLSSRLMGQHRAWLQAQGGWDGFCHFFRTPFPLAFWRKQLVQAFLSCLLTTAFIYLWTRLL
# Bcl-2 Bim block = disrupts Bim peptide binding to human Bcl-2. P10415. Bead-based flow cytometry, Bim peptide-Bcl-2 binding. inhibition, % at 10 µM. actives 0.06% (n = 190,000); in the data active means inhibition above about 40%; inconclusive means no clear call, values can overlap the other calls;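 further: 0% = no compound wells with probe peptide and 100% = reference peptide inhibitor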
# Target sequence (P10415 whole entry, looked up): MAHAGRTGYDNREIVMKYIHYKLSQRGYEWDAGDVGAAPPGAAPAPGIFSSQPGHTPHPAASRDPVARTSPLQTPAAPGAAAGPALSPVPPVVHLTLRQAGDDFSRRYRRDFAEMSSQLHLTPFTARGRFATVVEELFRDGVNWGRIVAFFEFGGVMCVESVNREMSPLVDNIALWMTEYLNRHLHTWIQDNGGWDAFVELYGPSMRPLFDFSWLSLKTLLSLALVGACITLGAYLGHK
# RGS7-Gao reg = modulates binding of RGS7 to human Galphao | P09471 | Multiplexed bead flow cytometry; actives lie on both sides | binding response (% of control), % at 10 µM | actives 0.35% (n = 220,000) | AID 1439; in the data active means binding response below about 49% or above about 150%; inconclusive means no clear call, values can overlap the other calls; inactive means in between;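 further: fluorescent Galphao held in activated GDP-AlF4 state binding bead-coupled RGS7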
# Target sequence (P09471 whole entry, looked up): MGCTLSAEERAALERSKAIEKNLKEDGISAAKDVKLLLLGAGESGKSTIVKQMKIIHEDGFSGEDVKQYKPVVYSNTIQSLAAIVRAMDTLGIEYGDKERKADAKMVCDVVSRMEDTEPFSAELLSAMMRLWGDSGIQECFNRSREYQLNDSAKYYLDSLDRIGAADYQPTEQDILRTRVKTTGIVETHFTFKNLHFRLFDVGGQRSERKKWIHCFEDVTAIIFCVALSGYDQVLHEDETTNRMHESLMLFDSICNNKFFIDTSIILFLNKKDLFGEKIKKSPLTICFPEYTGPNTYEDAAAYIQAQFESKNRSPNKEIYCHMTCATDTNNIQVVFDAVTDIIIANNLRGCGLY
# Bim-Bcl-W = disrupts Bim peptide binding to human Bcl-W | Q92843 | bead-based flow cytometry | inhibition, % at 10 µM | actives 0.02% (n = 190,000);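 further: 0% = bound tracer without compound and 100% = peptide blocker; higher means less fluorescent Bim peptide bound to Bcl-W beads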
# Target sequence (Q92843 whole entry, looked up): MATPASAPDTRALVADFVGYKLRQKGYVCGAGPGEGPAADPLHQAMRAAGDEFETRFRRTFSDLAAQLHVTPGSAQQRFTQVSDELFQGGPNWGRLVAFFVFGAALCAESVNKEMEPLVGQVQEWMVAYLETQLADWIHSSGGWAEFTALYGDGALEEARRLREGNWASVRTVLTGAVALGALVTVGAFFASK
# Bim-Bfl-1 = inhibitors of Bim-Bfl-1 interaction, human. Bead-based flow cytometry, Bim-Bfl-1 binding inhibition. AID 1008. inhibition, % at 10 µM. actives 0.12% (n = 190,000);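 further: 0% = wells without compound plus tracer and 100% = blocker peptide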
# RGS8-Gao reg = human RGS8-Galphao interaction regulation | multiplexed bead flow cytometry, RGS8-Galphao binding; actives lie on both sides | response (percent of control binding), % at 10 µM | actives 0.34% (n = 220,000); in the data active means response below about 60% or above about 140%; inactive means in between;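 further: Galphao activated as the GDP aluminium fluoride complex binding bead-coupled RGS8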
# Mcl1 Bid PPI = disrupts binding of human Mcl-1 to Bid peptide; TR-FRET Mcl-1/Bid-Dy647 peptide binding, 1536-well; inhibition, % at 21.7 µM; actives 0.97% (n = 220,000); AID 1021;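 active means compounds that cut the binding signal by more than half at the single screening dose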;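 further: His-tagged Mcl-1 with europium anti-His antibody binding Bid BH3 peptide; 0% = Mcl-1 plus peptide wells and 100% = peptide-only wells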
# Bcl-XL Bim block = inhibitors of Bim-Bcl-XL interaction, human | AID 1007 | inhibition, % at 10 µM | Q07817 | actives 0.04% (n = 190,000) | Bim peptide-Bcl-XL binding, bead flow cytometry, fluorescence
# Mcl1-Noxa inh = disrupts binding of human Mcl-1 to Noxa peptide. Q07820. TR-FRET Mcl-1/Noxa peptide binding, 2 h. inhibition, % at 21.7 µM. actives 1.5% (n = 220,000). AID 1022;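 active means compounds that cut the protein-peptide binding signal by more than 50% relative to plate controls in a single-dose test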;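 further: His-tagged Mcl-1 with rhodamine Noxa BH3 peptide and terbium anti-His antibody; 0% = Mcl-1 plus Noxa peptide wells and 100% = peptide-only wells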
# RGS4-Gao reg = modulates binding of RGS4 to human Galphao. actives 0.33% (n = 220,000). P09471. Multiplexed bead flow cytometry; actives lie on both sides. AID 1415. binding response (% of control), % at 10 µM; in the data active means binding response below about 49% or above about 150%; inactive means in between;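 further: fluorescent Galphao activated with aluminum fluoride binding bead-coupled RGS4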
# * hit, by the source's call; u = inconclusive; x = no result given. Unless noted, no stated cut-off is given here; in the data, active means inhibition above about 40%. Compounds as they come. Share with any hit: about 2.7%.
Bim-Mcl-1	Bim-Bcl-B	Bcl-2 Bim block	RGS7-Gao reg	Bim-Bcl-W	Bim-Bfl-1	RGS8-Gao reg	Mcl1 Bid PPI	Bcl-XL Bim block	Mcl1-Noxa inh	RGS4-Gao reg	compound
x	x	x	u	x	x	103	-11	x	22	97	CN(C(=O)CSc1cc(C(=O)c2nccn2C)c2ccccc2n1)c1ccccc1
-4	-4	-8	103	-3	-17	100	56*	-7	-112	100	COc1ccc2nc(Nc3nc(CSc4nc5ccccc5[nH]4)cc(=O)[nH]3)nc(C)c2c1
-6	-7	1	105	-4	-3	103	-3	-6	4	104	Cc1cccc(C(=O)NCC(=O)OCC(=O)N2CC3(C)CC2CC(C)(C)C3)c1 (centres undefined)
0	1	1	93	-1	0	94	-29	0	21	90	CCOC(=O)c1c(C)n(C)c2ccc(OCC(O)CNC(CC)CO)cc12 (centres undefined)
-5	-3	-4	100	-3	0	100	2	-4	9	103	O=C(NC1CCCC1)c1cccc(Cn2cc([N+](=O)[O-])cn2)c1
-2	-3	-2	u	-1	-5	101	-15	-1	7	101	Cc1ccc(C)c(SCC(=O)OCC(=O)NCc2ccccc2)c1
-2	-8	-8	108	-3	-12	108	3	-12	14	111	O=C(CCCCCN1C(=O)CCC1=O)Nc1ccc2c(c1)OCO2
-1	-9	-2	u	-3	-7	104	-61	-6	36	106	O=C(N=Nc1ccc(NOC(=O)c2ccccc2Br)cc1)c1ccccc1O
x	x	x	u	x	x	98	-7	x	-5	103	CCOC(=O)c1ccc(CSC(=N)N)o1
-3	3	0	99	-2	2	98	-12	0	-57	95	CC(C)C[C@H](NC(=O)c1nc[nH]c1C(=O)NC(c1ccccc1)c1ccccc1)C(=O)OC(C)(C)C
-1	-2	-1	93	0	-4	98	2	-2	3	98	CCOc1ccc(CCNC(=O)C2=C(C)C(=O)OC23CCCCC3)cc1OCC
3	0	1	97	-1	1	100	-5	-4	37	95	C=CCn1c(SCc2cc(=O)n3ccsc3n2)nc2ccccc2c1=O
-5	0	-4	107	0	0	106	-2	-3	12	112	Cc1cccc(NC(=O)c2cnc3sccn3c2=O)c1
26	-8	-2	102	-2	4	97	-27	-2	8	101	COc1cc(NC(=S)N2CCCCC2C)cc(OC)c1OC (centres undefined)
-4	-9	-9	106	-2	-19	104	42	-7	24	103	COc1ccc(CC(=O)NCc2cn3ccsc3n2)cc1
x	x	x	u	x	x	109	-8	x	3	114	Cn1c(SCc2ccc(F)cc2)nnc1-c1cnccn1
2	-6	-3	106	0	-11	102	10	-4	8	105	O=C(O/N=C/c1ccc2c(c1)OCO2)c1ccccc1Cl
-1	-4	-7	102	0	-8	99	-10	-5	2	96	CC1=CC2=NC(=O)/C(=C\c3cccn3CCOc3ccccc3)C(=N)N2O1
-1	-5	-8	98	1	-16	103	8	-8	-5	102	CCOCN(C(=O)Cn1c(CO)nc2ccccc21)c1c(C)cccc1CC
0	-4	0	101	0	-8	100	-35	-2	10	101	O=C(CSc1ncnc2sc3c(c12)CCCC3)c1ccco1
1	-8	-6	88	3	-1	88	-15	-2	0	90	Cc1noc(C)c1C(=O)Nc1sc2c(c1C(N)=O)CCCCC2
1	-1	-1	u	0	-5	99	-15	0	4	96	CCCC(=O)Nc1ccccc1NC(=O)c1ccc(OCC)c(OCC)c1
-1	-2	-4	100	0	-7	102	-86	-2	22	101	COc1cccc(/C=N/Nc2nc3ccccc3n3cnnc23)c1O
-2	-16	2	u	-1	1	101	-25	-4	12	101	Nn1c(Cc2ccccc2F)n[nH]c1=S
-1	-6	-2	110	-1	-6	107	-3	-3	1	107	Cn1c(=O)c2c(nc(CN3CCN(Cc4ccccc4)CC3)n2Cc2ccc(Cl)cc2)n(C)c1=O
x	x	x	u	x	x	102	-35	x	25	104	N#Cc1c2n(c3c(N)ncnc13)CCCCC2
1	0	-5	96	0	0	97	-31	0	-3	98	CS(=O)(=O)Nc1ccc(N2CCCCC2)c(Cl)c1
-4	-9	-8	100	0	-11	102	6	-4	6	100	O=C(NC1CCCC1)c1noc2c1CCCCC2
-6	-2	-1	100	0	-2	101	-5	-1	2	97	c1ccc2nc3c(nc2c1)[nH]c1ccccc13
-3	-4	-4	104	-1	-1	103	-19	-2	16	104	CCN(C(=O)CSc1nc2nc(C)cc(C)n2n1)c1cccc(C)c1
-2	-6	-2	101	-2	-1	103	2	1	22	101	Cc1ccc(S(=O)(=O)NCCSc2nnnn2-c2cc(C)ccc2C)cc1
0	0	3	92	0	-3	98	-10	-2	-9	91	CCOCCOC(=O)C1=C(C)N(C)C(=O)NC1c1ccccc1Cl (centres undefined)
2	11	15	104	4	14	105	-15	6	-11	102	COc1ccc(CNC(=O)C(c2ccncc2)N(C(=O)Cc2cccs2)c2ccccc2)cc1 (centres undefined)
-1	-7	-6	88	0	-11	98	5	-2	47	91	Cn1c(SCC(=O)c2ccc(-c3ccccc3)cc2)nnc1-c1ccco1
-3	-4	0	95	-1	3	91	-113	-3	11	90	COc1ccc(C2NC(=S)NC3=C2CCc2cc(OC)ccc23)cc1 (centres undefined)
0	-7	-6	102	-1	-1	98	4	-3	0	98	O=C(CCCCCn1c(=O)[nH]c2ccsc2c1=O)NCc1cccs1

# A second format for part of the listing above:
# Screens in order – Bim-Mcl-1 | Bim-Bcl-B | Bcl-2 Bim block | RGS7-Gao reg | Bim-Bcl-W | Bim-Bfl-1 | RGS8-Gao reg | Mcl1 Bid PPI | Bcl-XL Bim block | Mcl1-Noxa inh | RGS4-Gao reg
> CS(=O)(=O)Nc1ccc(N2CCCCC2)c(Cl)c1
→ 1 | 0 | -5 | 96 | 0 | 0 | 97 | -31 | 0 | -3 | 98
> O=C(NC1CCCC1)c1noc2c1CCCCC2
→ -4 | -9 | -8 | 100 | 0 | -11 | 102 | 6 | -4 | 6 | 100
> c1ccc2nc3c(nc2c1)[nH]c1ccccc13
→ -6 | -2 | -1 | 100 | 0 | -2 | 101 | -5 | -1 | 2 | 97

# The results go on.
Bim-Mcl-1	Bim-Bcl-B	Bcl-2 Bim block	RGS7-Gao reg	Bim-Bcl-W	Bim-Bfl-1	RGS8-Gao reg	Mcl1 Bid PPI	Bcl-XL Bim block	Mcl1-Noxa inh	RGS4-Gao reg	compound
0	2	0	101	0	0	104	6	0	22	102	Cc1[nH]c2ccccc2c1/C=C(\C#N)C(=O)NC(C)c1ccccc1 (centres undefined)
1	-3	-9	96	0	-14	99	3	-1	-7	99	Cn1nnnc1SCC(=O)Nc1ccccn1
x	x	x	u	x	x	102	-9	x	1	104	CC(=O)N1N=C(c2ccc(C)cc2)CC1c1ccc2c(c1)OCO2 (centres undefined)
0	0	-1	102	-1	-2	101	3	-1	-2	104	Cc1cccc(Oc2cc(NC(=O)c3ccccc3)cc([N+](=O)[O-])c2)c1
0	-4	-1	96	0	-9	95	10	-4	70*	95	Cc1ccnc(NC(c2ccccc2O)c2oc(CO)cc(=O)c2O)c1 (centres undefined)
-1	-1	-2	99	-1	0	100	-19	2	5	99	Cc1ccc2oc(=O)cc(CN3CCOCC3)c2c1
x	x	x	u	x	x	103	-2	x	-22	102	CC(=O)c1c(C)[nH]c(C(=O)Nc2ccc(C)c(S(=O)(=O)Nc3ccc(C)cc3C)c2)c1C
0	-3	-7	98	0	-6	99	-21	-1	8	97	Cc1cccc(NC(=O)C(=O)NCc2ccc3c(c2)OCO3)c1C
-3	-7	-13	96	0	-13	103	12	-5	-1	101	CC1(C)CC(=O)c2sc(N3CCCCC3)nc2C1
0	-5	-2	u	-2	-4	99	-37	0	-7	100	O=C(CCS(=O)(=O)c1ccccc1)Nc1ccccc1F
25	-6	-9	95	2	-7	100	-1	-7	-1	101	COc1ccc(S(=O)(=O)O/N=C2\CCCc3ccccc32)cc1
0	-4	-3	105	-3	-3	99	-6	-6	13	104	CCn1cc(-c2cc(C(=O)O)on2)c(C)n1
x	x	x	u	x	x	102	-11	x	-15	102	Cc1ccc2c(c1)C(=O)CC1(CCCC1)O2
-2	-10	-11	103	3	-9	105	46	-2	-9	102	O=C(Nc1ccc(-c2nnc(-c3ccco3)o2)cc1)C(c1ccccc1)c1ccccc1
-2	-7	-9	99	5	-11	98	11	0	2	100	Cc1ccccc1OCC(=O)O/N=C(\N)Cc1ccc(Cl)cc1
-1	-7	-8	102	-3	-14	101	-6	-6	6	103	N#Cc1ccc(CSc2nnc(-c3cccnc3)n2-c2ccccc2)cc1
-3	-7	-3	105	-6	-3	100	-16	-4	2	102	CC(=O)Oc1ccc(OC(C)=O)c(SCCCCCCl)c1
-7	-11	-5	102	-7	-2	113	4	-8	20	105	C/C(=N\NC(=O)c1c(Br)c(C)nn1C)c1ccc(NC(=O)c2ccoc2C)cc1
-4	-4	-1	101	-3	-10	105	-23	-4	2	102	O=C(CCC(=O)Nc1ccc(F)cc1)N/N=C/c1c[nH]c2ccccc12
-1	-2	-2	100	-1	-2	102	-12	-5	-21	101	COC(=O)c1sc(NC(=O)C(C)C)c(C(=O)OC)c1C
0	0	0	102	-1	0	103	-7	0	15	98	CCOc1ccccc1N(CC(=O)NC1CCCC1)C(=O)CCC(=O)Nc1cc(C)on1
18	-3	-5	96	3	-5	98	-3	3	0	96	COCCN(Cc1cc2cc(C)c(C)cc2nc1Cl)C(=O)Nc1ccccc1
x	x	x	u	x	x	105	15	x	2	111	O=C(Oc1ccccc1)N(c1ccccc1)c1ccccc1
-4	-6	-4	103	-5	-2	105	-29	-6	0	106	CCN(CC)C(=O)c1ccc2c(c1)nnn2C
-1	-8	-8	109	-4	-6	106	20	-13	20	103	Fc1ccccc1COc1ccc(Br)cc1CNCc1ccncc1
0	-11	-4	97	0	3	102	-58	-4	12	100	Cc1cccc(C2c3[nH]c4ccccc4c3CCN2C(=O)c2cc(CC(C)C)[nH]c(=O)n2)n1 (centres undefined)
0	-7	-5	101	0	-10	101	1	-5	17	99	Cc1cc(C)nc(SCCCn2c(=O)[nH]c3ccccc32)n1
-2	-4	1	100	-1	0	103	-19	-9	11	100	O=c1c2ccccc2nc(-c2cccs2)n1-c1ccc2ccccc2c1
-4	-6	-4	103	-1	1	109	-27	-1	2	103	Cc1cc(C)c(C#N)c(SCC(=O)c2cc(C)n(CCc3ccccc3)c2C)n1
-1	-5	-3	98	2	-12	101	-9	-1	1	99	Cc1cnc(C(=O)OCC(=O)NC(C)C)cn1
x	x	x	u	x	x	100	-20	x	3	102	Cc1ccc(Nc2nnc(SCC(=O)Nc3cc(C(=O)O)ccc3C)s2)c(C)c1
x	x	x	u	x	x	101	-18	x	16	105	O=C(COc1ccccc1Cc1ccccc1)NCCCN1CCOCC1
-1	-7	-7	96	0	-13	95	-14	4	-3	93	CC(c1ccccc1)N1CC(C(=O)NC2CCCC2)CC1=O (centres undefined)
4	-1	-6	101	1	-15	101	8	-7	5	101	COc1ccccc1NC(=O)c1nnn(Cc2ccccc2)c1NC(=O)C(F)(F)F
x	x	x	u	x	x	102	-2	x	3	103	COc1ccc(Cl)cc1NC(=O)NCCN1CCNC1=O
x	x	x	u	x	x	103	-10	x	-34	97	CC(=O)C1C(c2ccc(Br)cc2)c2c(noc2C)CC1(C)O (centres undefined)
0	-2	-4	115	-3	-5	105	-15	-1	20	107	O=c1[nH]cc(NCCNc2ncc(C(F)(F)F)cc2Cl)c(=O)[nH]1

# Compound activity deposited in PubChem by several laboratories.
